# HCV inh – blocks hepatitis C virus | Huh7.5.1 HCVcc-Cre infection, luciferase reporter, 44 h | Potency, µM (top dose mostly 41.8 µM), for the others: at the top dose activity change, negative = inhibition, actives largely listed as inhibitors | hit rate 3.4% among 340,000; also: potency is read from the fitted curve at half-maximal effect
#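 Seed cells (1,000/well) for 4 h; treat with compound and infect with HCVcc-Cre, moi about 0.5. Incubate 44 h, then detect luciferase activity.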
# AmpC no deterg – blocks E. coli AmpC beta-lactamase in detergent-free assay. P00811. Potency, µM (highest dose often 57.1 µM), for inactives: at the top dose activity change, negative = inhibition, actives largely listed as inhibitors. AmpC nitrocefin hydrolysis, absorbance 480 nm, 0.0001% Triton. AID 485341. hit rate 0.52% among 330,000;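 also: potency is read from the fitted curve at half-maximal effect; plate controls were no compound for no effect and no enzyme for full effect; nearly all actives have a fitted effect of over 20% in size; some results filed as inactive show a strong effect at the top dose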
# Target sequence (P00811 whole entry, looked up): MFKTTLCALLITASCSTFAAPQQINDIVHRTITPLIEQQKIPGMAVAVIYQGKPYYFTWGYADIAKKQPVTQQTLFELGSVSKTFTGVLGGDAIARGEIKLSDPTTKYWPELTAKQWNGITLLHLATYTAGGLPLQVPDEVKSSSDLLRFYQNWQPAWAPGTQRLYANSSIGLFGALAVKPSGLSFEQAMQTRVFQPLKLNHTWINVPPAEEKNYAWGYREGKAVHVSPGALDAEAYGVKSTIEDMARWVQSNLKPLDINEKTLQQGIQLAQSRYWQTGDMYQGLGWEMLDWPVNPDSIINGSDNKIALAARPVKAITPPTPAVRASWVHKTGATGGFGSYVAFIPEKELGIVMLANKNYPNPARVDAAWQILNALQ
#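 20 mM phosphate pH 7.0 + 0.01% (detergent screen) or 0.0001% Triton X-100; 5.3 nM AmpC reagent; cpd preinc 15 min RT; nitrocefin (800 uM stock) to start; A480 q20 s × 4 min; Activity was normalised to no-enzyme and no-compound control wells.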
# Sm TGR inh – blocks Schistosoma mansoni thioredoxin glutathione reductase; hit rate 3% among 360,000; purified TGR, DTNB reduction, TNB absorbance 405 nm; Q962Y6; Potency, µM (doses to about 114 µM), for the others: top-dose activity change, negative = inhibition, actives largely listed as inhibitors; AID 485364; also: potency is read from the fitted curve at half-maximal effect; nearly all actives have a fitted effect of over 60% in size
#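 First, TGR (20 nM dispensed) and NADPH were mixed with compound. Second, a 15 min room-temperature incubation followed. Third, further NADPH and then DTNB were added to start the reaction. Finally, TNB absorbance was monitored kinetically.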
# HCMV inh – human cytomegalovirus inhibition; AID 1259415; HFF cells, HCMV-luciferase reporter, 72 h; active compounds read low; activity change, negative = inhibition, % at 57.5 µM; hit rate 4.5% among 410,000; in the data active = activity change below about -60%; inconclusive = no clear call, values can overlap the other calls; inactive = above about -39%
#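 Compounds were evaluated in HFFs infected with an HCMV luciferase reporter virus (MOI 1 PFU/cell). Luciferase in lysates collected 72 h post infection served as the replication measure.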
# FBPA Giardia inh – blocks Giardia fructose-bisphosphate aldolase activity; A8B2U2; purified Giardia FBPA; Potency, µM (titrated, usually from 59.6 µM), for inactives: top-dose activity, negative = inhibition, actives largely listed as inhibitors; hit rate 0.71% among 290,000; AID 2451; also: potency is read from the fitted curve at half-maximal effect; nearly all actives have a fitted effect of over 55% in size
# Target sequence (A8B2U2 whole entry, looked up): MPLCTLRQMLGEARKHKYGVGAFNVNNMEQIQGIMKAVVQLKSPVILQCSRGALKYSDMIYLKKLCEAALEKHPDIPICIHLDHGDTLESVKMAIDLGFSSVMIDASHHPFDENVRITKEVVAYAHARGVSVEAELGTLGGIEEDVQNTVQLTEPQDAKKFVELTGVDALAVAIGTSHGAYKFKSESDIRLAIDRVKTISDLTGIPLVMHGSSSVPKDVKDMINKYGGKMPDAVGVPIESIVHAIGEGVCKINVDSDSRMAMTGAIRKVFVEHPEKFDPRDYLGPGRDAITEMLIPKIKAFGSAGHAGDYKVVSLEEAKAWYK
#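 40 nM FBPA preincubated 10 min at RT with compound (up to 57.5 uM final), then substrate plus GAPDH/TPI/NAD/arsenate coupling and diaphorase/resazurin added. Fluorescence read after 20 min at RT, 525/598 nm.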
# AmpC detergent – inhibitors of E. coli AmpC beta-lactamase with detergent; hit rate 0.041% among 370,000; Potency, µM (top dose mostly 114 µM), without a hit: at the top dose activity change, negative = inhibition, most hits filed as inhibitors; P00811; AmpC hydrolysis of nitrocefin, absorbance 480 nm, 0.01% Triton;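 also: potency is read from the fitted curve at half-maximal effect; 0% = no-compound wells and -100% = no-enzyme wells; nearly all actives have a fitted effect of over 25% in size; some results filed as inactive show a strong effect at the top dose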
#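 20 mM phosphate pH 7.0 + 0.01% (detergent screen) or 0.0001% Triton X-100; 5.3 nM AmpC reagent; cpd preinc 15 min RT; nitrocefin (800 uM stock) to start; A480 q20 s × 4 min; Activity was normalised to no-enzyme and no-compound control wells.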
# * marks the source's active call; other numbers are inactive results; ? = inconclusive; · = no result given; & = joins results of further samples; [ ] = dose if it differs, or a comment. Unless noted, calls follow the shape of the dose curve; as a rule, active = well fitted curve in the direction sought with a large enough effect; inconclusive = small, poorly fitted or top-dose-only effect, or another doubt; inactive = no such curve, though single readings can be large; an effect the other way counts as inactive or inconclusive. Unless noted, % is scaled to controls: 0 for no effect and ±100 for the full control effect. This is a random part of the collection; about 9.9% have a hit in one of these screens.
SMILES	HCV inh	AmpC no deterg	Sm TGR inh	HCMV inh	FBPA Giardia inh	AmpC detergent
Cc1[nH]nc(C(F)(F)F)c1CCC(=O)NC1CCCCCC1	0%	-17%	·	-4	·	·
COc1ccc2c(c1)c(=O)c(C(=O)c1ccc(C)c(C)c1)cn2CC(=O)Nc1ccc2c(c1)OCCO2	·	·	7%	0	·	13%
Cc1nn(Cc2ccccc2)c(Cl)c1C(=O)NC1CCCc2ccccc21 (stereo not drawn)	35µM*	11%	-10%	11	6%	0%
NC(=O)CC(NC(=O)Cc1ccc(Br)cc1)c1ccc(N2CCN(c3ccccc3)CC2)c([N+](=O)[O-])c1 (stereo not drawn)	?	36%	-3%	-62*	1%	-2%
COc1ccc(NC(=O)Cn2c(=O)n(CC3CCCO3)c(=O)c3ccccc32)cc1 (stereo not drawn)	·	·	4%	0	·	12%
Cc1ccccc1CNC(=O)Nc1cccs1	?	-37%	-23%	16	1%	3%
COc1ccc(N2CCN(C(=O)CCC(=O)N3CCOc4ccc(C)cc43)CC2)cc1	-24%	174%[activator]	-21%	?	26%	?
CC1CN(CC(O)COC(c2ccccc2)c2ccccc2)CC(C)O1 (stereo not drawn)	6%	44%	6%	-37	-19%	0%
O=C(NCC1CCCO1)C1CCCN1C(=O)Nc1ccc(Cl)c(Cl)c1 (stereo not drawn)	8%	-15%	8%	4	-1%	-5%
Cc1cccc(OCC(=O)N(Cc2cccc(Cl)c2)Cc2ccco2)c1C	·	·	-1%	-8	·	22%
Cc1ccc(F)cc1NC(=O)CCc1c(C)nn(-c2ccc(N3CCOCC3)nn2)c1C	·	·	-3%	16	·	-1%
O=C(Nc1nccs1)c1ccc(CSc2ccccc2)o1	?	?	-11%	51	·	-3%

SMILES	HCV inh	AmpC no deterg	Sm TGR inh	HCMV inh	FBPA Giardia inh	AmpC detergent
O=C1c2ccccc2C(=O)N1CCN1CCOCC1	9%	0%	-30%	24	3%	-7%
CCc1ccc2[nH]c3nc(N/N=C/c4ccc(O)cc4O)nnc3c2c1	?	-24%	6%	-76*	18%	?
COc1ccc(/C=C/C(=O)c2ccc(C(=O)/C=C/c3ccc(OC)c(OC)c3)cc2)cc1OC	4.5µM*	16%	13%	-76*	7%	-5%
COc1cc(OC)c(NC(=O)CS(=O)(=O)Cc2nc(-c3ccc(C)cc3)oc2C)cc1Cl	?	11%	?	-5	-13%	1%
O=C(COc1ccc(S(=O)(=O)N2CCOCC2)cc1)Nc1cccc([N+](=O)[O-])c1	-7%	-16%	-18%	16	-9%	-2%
O=C(CC(NCCc1ccccc1)C(=O)O)Nc1ccc(O)cc1 (stereo not drawn)	7%	-12%	18%	32	-6%	5%
O=c1c2ccccc2ncn1-c1ccc(Cl)cc1	4%&11%	-14%&-19%	-4%&2%	34&-32	0%&1%	5%&-3%
Cc1cccc(OCC(=O)NCCCNC(=O)c2ccncc2)c1	9%	314%[activator]	-9%	-21	·	2%
CN(C)CCNC(=O)Cc1ccc(NC(=O)N2CCCCc3ccccc32)cc1	·	·	-12%	7	·	13%
Cc1cc(C)c2c(NC(=O)c3ccccc3)c(C(=O)Nc3ccc(F)cc3)sc2n1	·	·	3%	4	·	3%
O=C(O)Cc1ccc(N=Nc2c(O)c(C(=O)O)cc3ccccc23)cc1	-18%	-39%	-32%	36	-17%	-15%
COc1ccc(C2=NN(c3ccc(C=O)cc3)C(c3ccccc3)C2)cc1 (stereo not drawn)	-8%	-46%	2%	·	0%	?

SMILES	HCV inh	AmpC no deterg	Sm TGR inh	HCMV inh	FBPA Giardia inh	AmpC detergent
COc1ccc(S(=O)(=O)N2CCC(C(=O)NC(C)c3ccccc3)CC2)cc1 (stereo not drawn)	·	·	8%	-2	·	6%
CCOC(=O)Cc1ccc(NC(=O)N2CCSc3ccccc32)cc1	·	·	0%	0	·	3%
COc1ccc(OCCN(C)Cc2ccccc2)cc1	9%	-8%	-2%	-11	5%	1%
COc1cc(NC(=S)Nc2ccccn2)cc(OC)c1OC	2%	-5%	5%	-38	-12%	?
COc1ccc2c(c1)[C@H]1[C@H](CO2)[C@H](c2ccccc2)[C@]2(C)C(=O)Nc3cc(OC)c(OC)cc3C(=O)N12	10µM*	157%[activator]	-18%	?	·	-1%
Cc1cccc(NC(=S)N(CCN(C)C)Cc2cc3cccc(C)c3[nH]c2=O)c1	0%	37%	-1%	-32	3%	-13%
CC(C)NC(=O)CN(Cc1ccc(F)cc1)C(=O)CCC(=O)Nc1ccccn1	18%	2%	-5%	-22	-5%	-1%
O=S1(=O)N=C(N/N=C/C=C/c2ccccc2)c2ccccc21	0%	-30%	-12%	?	14%	?
CCOC(=O)c1cc2c(s1)-c1ccccc1CC2	4%	-13%	-15%	94	4%	1%
CCC(=O)Nc1nc2nc(-c3ccccc3)cc(=O)n2[nH]1	?	-25%	5%	-15	-12%	-6%
O=C(NCc1ccccc1Cl)c1ccc2ccccc2n1	3%	-30%	-3%	184	-2%	-4%
Cc1nn(Cc2ccccc2)c(C)c1NC(=O)Cn1nc([N+](=O)[O-])c(Cl)c1C	-23%	-23%	2%	65	-1%	-4%

SMILES	HCV inh	AmpC no deterg	Sm TGR inh	HCMV inh	FBPA Giardia inh	AmpC detergent
Cc1ccc2c(c1)N(C(=O)N1CCC(C(=O)NCCc3ccc(Cl)cc3)CC1)CC(C)O2 (stereo not drawn)	·	·	0%	2	·	18%
CCCc1nnc(SCC(=O)Nc2cc(C)on2)n1CCOC	9%	-10%	-15%	-3	-11%	-13%
CC(=O)N1CCC(N2CCCC(C(=O)c3cccc(Cl)c3)C2)CC1 (stereo not drawn)	-20%	5%	0%[57.1 µM]	-16	7%	0%
COc1ccccc1/C=N/NC(=O)c1ccccc1Cl	-5%	-26%	19%	-17	0%	5%
CSc1ccccc1OCc1cc(C(=O)N2CCCC2c2nonc2C)no1 (stereo not drawn)	?	42%	-9%	7	·	1%
CCc1ccc(C(=O)COC(=O)CNC(=O)COc2ccccc2)cc1	6%	2%	7%	25	2%	?
O=S(=O)(Nc1cccc(-n2cnnn2)c1)c1ccc(Cl)nc1	7%	-12%	2%	28	·	-2%
COc1ccccc1CN1CCCC(CN(CCN(C)C)C(=O)C2CCCC2)C1 (stereo not drawn)	?	-16%	-15%	51	-7%	?
CCCCNC(=S)N(CCN(CC)CC)Cc1cc2cc3c(cc2[nH]c1=O)OCO3	10%	-11%	22%	-4	1%	-1%
C=CCNc1ncnc2sc(SC)nc12	-17%	-14%	-1%	?	-3%	4%
CSc1sc(C)cc1C1C(C#N)=C(N)N(c2cccnc2)C2=C1C(=O)CCC2 (stereo not drawn)	0%	17%	?	-6	?	-3%
COc1ccc(C(=O)Nc2cccc(C(=O)N3CCCCC3)c2)cc1	·	2%	-7%	24	·	1%

SMILES	HCV inh	AmpC no deterg	Sm TGR inh	HCMV inh	FBPA Giardia inh	AmpC detergent
C/C(=N\NC(=O)c1ccc(NS(=O)(=O)c2cccs2)cc1)c1ccncc1	32%[activator]	-25%	-1%	10	6%	-4%
Cc1ccc(Cl)cc1NC(=O)c1cnn2c(C(F)F)cc(-c3ccccc3)nc12	·	·	9%	?	·	6%
O=C(NN=C(c1ccccc1)c1ccccc1)C(CCl)C1CCCCC1 (stereo not drawn)	-9%	-11%	-3%	-4	·	0%
COc1ccc(NC(=O)CN2CCN(CC(=O)Nc3ccc(OC)cc3)CC2)cc1	12%	38%	5%	-2	2%	-10%
CCOC(=O)N1CCN(Cc2cc(=O)oc3ccc(Cl)cc23)CC1	25%	-16%	-23%	-20	13%	-13%
CCN(Cc1ccccc1)C(=O)CN1C(=O)COc2ccc(S(=O)(=O)NC3CCCC3)cc21	-9%	13%	0%&0%	-31&-34	-2%	-6%&20%
Cc1c(C#N)c(N=CN(C)C)c(C(=O)c2ccccc2)n1-c1ccccc1	10%	20%	3%	-5	1%	-2%
COc1cccc(C(c2sc3nc(-c4ccco4)nn3c2O)N2CCN(C)CC2)c1 (stereo not drawn)	·	·	10%	7	·	4%
O=C(Nc1cccc(OCc2cc(=O)n3ccccc3n2)c1)Nc1cccc(C(F)(F)F)c1	·	·	7%	-34	·	25%
Cc1nn(S(=O)(=O)c2ccccc2)c(C)c1S(=O)(=O)N1CCC(C)CC1	10%	2%	9%&1%	0&-3	-17%	3%&9%
COc1c(OC(C)=O)ccc(/C=C/c2ccc3ccccc3n2)c1[N+](=O)[O-]	?	?	0%	106	6%	0%
CCN(CC(=O)NCc1cccs1)C(=O)CCc1c[nH]c2ccccc12	-4%	-12%	6%	-8	-5%	-4%

# Some of these compounds in order of molar mass, rising.
SMILES	HCV inh	AmpC no deterg	Sm TGR inh	HCMV inh	FBPA Giardia inh	AmpC detergent
CCc1ccc2[nH]c3nc(N/N=C/c4ccc(O)cc4O)nnc3c2c1	?	-24%	6%	-76*	18%	?
CC1CN(CC(O)COC(c2ccccc2)c2ccccc2)CC(C)O1 (stereo not drawn)	6%	44%	6%	-37	-19%	0%
COc1c(OC(C)=O)ccc(/C=C/c2ccc3ccccc3n2)c1[N+](=O)[O-]	?	?	0%	106	6%	0%
CSc1ccccc1OCc1cc(C(=O)N2CCCC2c2nonc2C)no1 (stereo not drawn)	?	42%	-9%	7	·	1%
Cc1cccc(NC(=S)N(CCN(C)C)Cc2cc3cccc(C)c3[nH]c2=O)c1	0%	37%	-1%	-32	3%	-13%
COc1ccc2c(c1)[C@H]1[C@H](CO2)[C@H](c2ccccc2)[C@]2(C)C(=O)Nc3cc(OC)c(OC)cc3C(=O)N12	10µM*	157%[activator]	-18%	?	·	-1%

# (list continues)
SMILES	HCV inh	AmpC no deterg	Sm TGR inh	HCMV inh	FBPA Giardia inh	AmpC detergent
O=C(Nc1ccc(NC(=O)c2ccccc2Cl)nc1)c1ccncc1	-1%	-11%	0%	?	-6%	4%
Cc1cc(OC(=O)N(C)C)n(-c2ccccc2)n1	10%	-5%	-5%	46	4%	-5%
CC(NC(=O)Nc1ccc(Br)cc1)C(C)(C)C (stereo not drawn)	2%	-30%	·	-33	-14%	6%
O=C(CN(c1ccccn1)S(=O)(=O)c1ccc(F)cc1)Nc1ccc(F)cc1F	10%	-38%	1%	-34	6%	-2%
CCOC(=O)C1(C)C=C(Nc2ccc(OCC)cc2)C(=O)N1c1ccccc1 (stereo not drawn)	-15%	-23%	-20%	-17	-5%	?
Cc1cc(NC(=O)C2CCCN(S(=O)(=O)c3cccc4nonc34)C2)ccc1Br (stereo not drawn)	·	·	15%	-4	·	-5%
COc1ccc(-c2nsc(SCC(=O)Nc3cc(C)on3)n2)cc1	?	-14%	?	20	7%	0%
O=C(c1ccc2c(c1)N(Cc1ccccc1)C(=O)c1ccccc1S2(=O)=O)N1CCOCC1	·	·	5%	4	·	-11%
CCOC(=O)N1CCN(c2ccc(S(=O)(=O)N3CCC(C)CC3)cc2[N+](=O)[O-])CC1	?	104%[activator]	7%	-22	·	7%
Cc1cc(C)c(S(N)(=O)=O)c(C)c1N(C)S(=O)(=O)c1ccc(Cl)cc1	-9%	116%[activator]	23%	-38	·	-5%
NC1=NC(c2cccc(Cl)c2)n2c(nc3ccccc32)N1 (stereo not drawn)	·	·	2%	-15	·	22%
C/C(=N\NC(=O)OC(C)(C)C)c1ccccc1Br	19%	-2%	7%	-25	2%	2%
